Compound activity (PubChem)
TMEM16A inh: inhibitors of mouse TMEM16A calcium-activated chloride channel; Q8BHY3; HEK293 TMEM16A/YFP iodide influx fluorescence, ionomycin; normalized B-score (activity score, 25-100; higher = stronger inhibition) at 10 µM; 1.2% of 310,000 active;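 active = ratio plate-corrected score three or more library SD toward inhibition, starting fluorescence score within five deviations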;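 note: score derived from kinetic fluorescence span divided by baseline fluorescence per well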
KCNQ1 pot: human KCNQ1 channel potentiation or activation; P51787; CHO-K1 KCNQ1, thallium flux FluxOR fluorescence; stronger effect = higher value; B-score at 10 µM; 0.35% of 310,000 active; AID 2648;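 active = fluorescence ratio B-score, a plate-corrected score, at least three library SD, with initial intensity B-score within 5 SD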
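Medium – assay buffer, equal DMSO in all wells · Material – CHO-K1 cell line with stable KCNQ1 potassium channel expression · Signal – kinetic FluxOR thallium fluorescence, 10-s 1-Hz baseline, 110-s post-stimulus read · Compound – single concentration per compound, DMSO matched to controls · Schedule – 37 °C overnight plating, 90-min dark dye load, 20-min compound pretreatment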
RGS4 act: potentiators or activators of RGS4 | HEK293 M3R/inducible RGS4, carbachol calcium flux Fluo4; stronger effect = lower value | B-score at 10 µM | 0.92% of 310,000 active;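 active = B-score of the integrated calcium signal more than 4 SD below the library mean, with starting fluorescence not abnormally high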;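 note: negative B-score means reduced calcium response which marks RGS4 activation or potentiation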
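Reagent: ECmax carbachol challenge; Test system: M3R-expressing HEK293 line, RGS4 induced by doxycycline; Schedule: overnight RGS4 induction, 30 min dye load 37 °C, 20 min compound RT; Detection: calcium dye Fluo4 fluorescence; Read-out: Agonist-evoked peak-minus-minimum fluorescence over baseline, integrated ratio, B score.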
MrgX1 PAM: allosterically activates human MrgX1 receptor signaling; Q96LB2; MrgX1-HEK293, Fluo-4 calcium flux, FDSS; stronger effect = higher value; B-score at 10 µM; 0.63% of 310,000 active;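 active = plate-corrected calcium response at least 3 library SD above typical, normal starting fluorescence, not activating the receptor alone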;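 note: compound read alongside a low EC10 to EC30 dose of BAM8-22 agonist; peak minus trough fluorescence over baseline measured at the second addition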
Target sequence (Q96LB2 whole entry, looked up): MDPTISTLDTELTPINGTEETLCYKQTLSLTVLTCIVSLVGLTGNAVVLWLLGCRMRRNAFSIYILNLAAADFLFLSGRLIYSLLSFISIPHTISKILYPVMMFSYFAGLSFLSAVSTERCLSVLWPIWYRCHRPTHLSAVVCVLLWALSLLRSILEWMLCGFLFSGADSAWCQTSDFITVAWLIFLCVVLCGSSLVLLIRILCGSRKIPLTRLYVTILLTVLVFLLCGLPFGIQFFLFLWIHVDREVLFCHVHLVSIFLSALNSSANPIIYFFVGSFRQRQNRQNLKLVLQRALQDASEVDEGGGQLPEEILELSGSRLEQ
hERG rescue: shields human hERG channel from block by proarrhythmic agents; Q12809; CHO-hERG, FluxOR thallium flux, dofetilide IC70 present; activation (rescue from dofetilide block), less the hit threshold, % at 10 µM; 0.51% of 310,000 active; AID 1511;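 active = activation above the mean of controls blocked by dofetilide plus 5 SD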;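 note: thallium influx through hERG after potassium depolarization seen as dye fluorescence rise; in these data hits start at about 4.7%; inactives centre near -7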
KCNQ1 block: human KCNQ1 channel inhibition; AID 2642; B-score at 10 µM; CHO-K1 KCNQ1, FluxOR thallium flux fluorescence; stronger effect = higher value; 1.3% of 310,000 active; P51787;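 active = compounds whose thallium flux B-score, printed positive for inhibition, exceeds three library SD while starting fluorescence stays within three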;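 note: channel opened by potassium depolarization with thallium stimulus after 20 min compound exposure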
RGS4 inh: human RGS4 inhibition; B-score at 10 µM; P49798; 0.45% of 310,000 active; HEK293 M3R/RGS4 inducible, Fluo-4 calcium flux; stronger effect = higher value; triggered by carbachol at its EC20;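 active = B-score, a plate-corrected calcium signal, over three deviations above library mean, with baseline fluorescence within five deviations of library mean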;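 note: RGS4 expression induced by doxycycline in cells with stable M3 receptor; B-score is computed from the integrated fluorescence ratio over baseline after carbachol; higher B-score means a larger calcium signal and so more RGS4 inhibition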
KCNK3 inh: human KCNK3 channel inhibition, primary screen; B-score at 10 µM; 0.84% of 340,000 active; CHO-KCNK3 thallium flux, FluxOR fluorescence; stronger effect = lower value; O14649;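 active = B-score under library mean minus 4 SD, starting fluorescence ratio at most library mean plus 5 SD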;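 note: more negative B-score means stronger inhibition of thallium flux through KCNK3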
Target sequence (O14649 whole entry, looked up): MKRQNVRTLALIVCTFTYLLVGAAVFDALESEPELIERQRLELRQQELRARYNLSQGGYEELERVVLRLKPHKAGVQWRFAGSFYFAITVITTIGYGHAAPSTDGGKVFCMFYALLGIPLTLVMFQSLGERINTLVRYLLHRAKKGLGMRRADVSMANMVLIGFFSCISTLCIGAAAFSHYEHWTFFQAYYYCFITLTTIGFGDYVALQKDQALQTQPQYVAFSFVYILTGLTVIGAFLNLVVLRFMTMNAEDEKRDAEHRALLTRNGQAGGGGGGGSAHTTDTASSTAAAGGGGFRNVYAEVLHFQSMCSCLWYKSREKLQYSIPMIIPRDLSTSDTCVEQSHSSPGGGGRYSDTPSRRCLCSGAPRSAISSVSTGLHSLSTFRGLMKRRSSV
KCNK9 block: inhibitors of human KCNK9 two-pore domain potassium channel. AID 488922. B-score at 10 µM. HEK293 KCNK9, FluxOR thallium flux fluorescence; stronger effect = lower value. 1.2% of 310,000 active;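 active = ratio B-score over 3 SD below the library mean, with starting fluorescence within 5 SD of its mean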;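 note: negative B-score means less thallium flux so channel inhibition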
Target sequence (Q9NPC2 whole entry, looked up, the tested form may be a part): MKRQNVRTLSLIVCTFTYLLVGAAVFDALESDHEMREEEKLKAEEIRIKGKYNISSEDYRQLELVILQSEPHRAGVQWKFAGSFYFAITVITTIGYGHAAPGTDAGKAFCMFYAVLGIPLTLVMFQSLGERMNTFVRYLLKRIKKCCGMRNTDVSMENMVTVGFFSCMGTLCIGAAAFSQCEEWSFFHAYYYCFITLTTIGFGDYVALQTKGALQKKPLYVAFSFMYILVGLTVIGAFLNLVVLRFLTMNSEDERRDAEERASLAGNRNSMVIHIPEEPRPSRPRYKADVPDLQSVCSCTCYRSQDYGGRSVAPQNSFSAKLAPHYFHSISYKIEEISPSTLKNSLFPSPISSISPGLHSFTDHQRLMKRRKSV
MrgX1 ag: agonists of human MrgX1 receptor; B-score at 10 µM; 0.44% of 310,000 active; MrgX1-HEK293 cells, Fluo-4 calcium fluorescence, agonist mode; stronger effect = higher value;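 active = calcium response B-score plate-corrected fluorescence ratio at least 3 library SD, with starting fluorescence B-score inside 5 SD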
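Material: MrgX1-expressing HEK293 cells; input: 15,000 cells per well; doses: test compound given as first of three sequential additions; schedule: overnight plating before 1 h dye loading; technique: Fluo-4 NW calcium-flux fluorescence, kinetic read; evaluation: baseline-normalised fluorescence change ratio, B-scored; control set: plate-wise positive and negative controls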
ANO1 activ: mouse TMEM16A channel activation, primary screen. HEK293 TMEM16A/YFP-H148Q/I152L, iodide quench fluorescence; stronger effect = lower value. B-score at 10 µM. 0.3% of 340,000 active. Q8BHY3;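 active = fluorescence-ratio B-score plate-corrected deviation score at least 3 library SD below zero, with starting fluorescence score within 5 deviations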;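 note: channel opened by trigger with iodide after compound preincubation; score built on the fluorescence ratio of max minus min over baseline; more negative score means more quench and so TMEM16A activation or potentiation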
* hit, by the source's call. This is a random part of the collection (roughly 6.3% active in at least one column).

COc1cc(CNc2ccc(N3CCCC3)cc2)ccc1OCc1ccccc1 was read as TMEM16A inh inactive, MrgX1 PAM inactive, KCNK3 inh inactive, MrgX1 ag inactive and ANO1 activ inactive.
Cc1cc(NC(=O)c2ccc(Cl)cc2)n(CCC#N)n1 was read as TMEM16A inh inactive, KCNQ1 pot inactive, RGS4 act inactive, MrgX1 PAM inactive, hERG rescue -1, KCNQ1 block inactive, RGS4 inh inactive, KCNK3 inh inactive, KCNK9 block inactive, MrgX1 ag inactive and ANO1 activ inactive.
`Cc1cccc(C(=O)N/N=C/c2coc3ccccc3c2=O)c1` gave TMEM16A inh inactive, KCNQ1 pot inactive, RGS4 act inactive, MrgX1 PAM inactive, hERG rescue -13, KCNQ1 block inactive, RGS4 inh inactive, KCNK3 inh inactive, KCNK9 block inactive, MrgX1 ag inactive and ANO1 activ inactive.
COc1cccc2[nH]c(C(=O)NN)c(N)c12 was read as TMEM16A inh inactive, KCNQ1 pot inactive, RGS4 act inactive, MrgX1 PAM inactive, hERG rescue -7, KCNQ1 block inactive, RGS4 inh inactive, KCNK3 inh inactive, KCNK9 block inactive, MrgX1 ag inactive and ANO1 activ inactive.
For CN1CCN(S(=O)(=O)c2cccc(C(=O)Nc3cc(Cl)ccc3N3CCOCC3)c2)CC1 the results were TMEM16A inh inactive, KCNQ1 pot inactive, RGS4 act inactive, MrgX1 PAM inactive, hERG rescue -12, KCNQ1 block inactive, RGS4 inh inactive, KCNK3 inh inactive, KCNK9 block inactive, MrgX1 ag inactive and ANO1 activ inactive.
Screening COc1ccc(C(CC(=O)N2CCCCC2)c2c(OC)cc(OC)c3ccc(=O)oc23)cc1 (centres undefined) returned TMEM16A inh inactive, KCNQ1 pot inactive, RGS4 act inactive, MrgX1 PAM inactive, hERG rescue -8, KCNQ1 block inactive, RGS4 inh inactive, KCNK3 inh inactive, KCNK9 block inactive, MrgX1 ag inactive and ANO1 activ inactive.
Cc1cccc(NC(=O)C2CCCN(S(=O)(=O)c3cccc4nsnc34)C2)c1 (centres undefined) was read as TMEM16A inh inactive, KCNQ1 pot inactive, RGS4 act inactive, MrgX1 PAM inactive, hERG rescue -6, KCNQ1 block inactive, RGS4 inh inactive, KCNK3 inh inactive, KCNK9 block inactive, MrgX1 ag inactive and ANO1 activ inactive.
Screening CC1SC2(NC1=O)C1CC3CC(C1)CC2C3 (centres undefined) returned TMEM16A inh inactive, KCNQ1 pot inactive, RGS4 act inactive, MrgX1 PAM inactive, hERG rescue -7, KCNQ1 block inactive, RGS4 inh inactive, KCNK3 inh inactive, KCNK9 block inactive, MrgX1 ag inactive and ANO1 activ inactive.
COc1cc(C(=O)N2CCN(C(=O)C3CC3)CC2)cc(OC)c1OC was read as TMEM16A inh inactive, KCNQ1 pot inactive, RGS4 act inactive, MrgX1 PAM inactive, hERG rescue -10, KCNQ1 block inactive, RGS4 inh inactive, KCNK3 inh inactive, KCNK9 block inactive, MrgX1 ag inactive and ANO1 activ inactive.
CCOc1c(CNCCN2CCOCC2)cccc1OC was read as TMEM16A inh inactive, KCNQ1 pot inactive, RGS4 act inactive, MrgX1 PAM inactive, hERG rescue -7, KCNQ1 block inactive, RGS4 inh inactive, KCNK3 inh inactive, KCNK9 block inactive, MrgX1 ag inactive and ANO1 activ inactive.
`CC(=O)c1ccc(N2CCN(C(=O)Nc3ccc(C)cc3)CC2)cc1` gave TMEM16A inh inactive, KCNQ1 pot inactive, RGS4 act inactive, MrgX1 PAM inactive, hERG rescue -9, KCNQ1 block inactive, RGS4 inh inactive, KCNK3 inh inactive, KCNK9 block inactive, MrgX1 ag inactive and ANO1 activ inactive.
CCc1noc(C)c1C(=O)OCC(=O)Nc1ncc(Cl)cc1Cl was read as TMEM16A inh inactive, KCNQ1 pot inactive, RGS4 act inactive, MrgX1 PAM inactive, hERG rescue -10, KCNQ1 block inactive, RGS4 inh inactive, KCNK3 inh inactive, KCNK9 block inactive, MrgX1 ag inactive and ANO1 activ inactive.
`O=C(/C=C/c1ccc(Cl)cc1Cl)Nc1ccc(CN2CCOCC2)cc1` gave TMEM16A inh inactive, KCNQ1 pot inactive, RGS4 act inactive, MrgX1 PAM inactive, hERG rescue -8, KCNQ1 block inactive, RGS4 inh inactive, KCNK3 inh inactive, KCNK9 block inactive, MrgX1 ag inactive and ANO1 activ inactive.
For Cc1cc(NC(=O)CSc2nnc(C3CC3)n2-c2ccccc2)no1 the results were TMEM16A inh inactive, KCNQ1 pot inactive, RGS4 act inactive, MrgX1 PAM inactive, hERG rescue -6, KCNQ1 block inactive, RGS4 inh inactive, KCNK3 inh inactive, KCNK9 block inactive, MrgX1 ag inactive and ANO1 activ inactive.
For Cn1c(=O)[nH]c(=O)c2c1nc(NCc1ccco1)n2CCCc1ccccc1 the results were KCNQ1 pot inactive, RGS4 act inactive, hERG rescue -2, KCNQ1 block inactive, RGS4 inh inactive, KCNK3 inh inactive, KCNK9 block inactive and ANO1 activ inactive.
`Cc1cc(Cl)ccc1NC(=O)C1CCN(S(C)(=O)=O)CC1` gave TMEM16A inh inactive, KCNQ1 pot inactive, RGS4 act inactive, MrgX1 PAM inactive, hERG rescue -4, KCNQ1 block inactive, RGS4 inh inactive, KCNK3 inh inactive, KCNK9 block inactive, MrgX1 ag inactive and ANO1 activ inactive.
For CN1CCCN(C(=O)c2ccc(Cl)c(S(=O)(=O)N(C)c3ccccc3)c2)CC1 the results were TMEM16A inh inactive, KCNQ1 pot inactive, RGS4 act inactive, MrgX1 PAM inactive, hERG rescue -9, KCNQ1 block inactive, RGS4 inh inactive, KCNK3 inh inactive, KCNK9 block inactive, MrgX1 ag inactive and ANO1 activ inactive.
`CC1(C)CC(=O)c2sc(NC(=O)CN3CCOCC3)nc2C1` gave TMEM16A inh inactive, KCNQ1 pot inactive, RGS4 act inactive, MrgX1 PAM inactive, hERG rescue -4, KCNQ1 block inactive, RGS4 inh inactive, KCNK3 inh inactive, KCNK9 block inactive, MrgX1 ag inactive and ANO1 activ inactive.
For CCc1ccc(S(=O)(=O)Nc2ccc(-c3nc4cccnc4s3)cc2)s1 the results were TMEM16A inh inactive, KCNQ1 pot inactive, RGS4 act inactive, MrgX1 PAM inactive, hERG rescue -10, KCNQ1 block inactive, RGS4 inh inactive, KCNK3 inh inactive, KCNK9 block inactive, MrgX1 ag inactive and ANO1 activ inactive.
For O=[N+]([O-])c1ccc(N2CCOCC2)cc1NCc1ccccc1 the results were TMEM16A inh inactive, KCNQ1 pot inactive, RGS4 act inactive, MrgX1 PAM inactive, hERG rescue -5, KCNQ1 block inactive, RGS4 inh inactive, KCNK3 inh inactive, KCNK9 block inactive, MrgX1 ag inactive and ANO1 activ inactive.
`COc1ccc(CCN2CC(C(=O)O)CC2=O)cc1` (centres undefined) gave TMEM16A inh inactive, KCNQ1 pot inactive, RGS4 act inactive, MrgX1 PAM inactive, hERG rescue -7, KCNQ1 block inactive, RGS4 inh inactive, KCNK3 inh inactive, KCNK9 block inactive, MrgX1 ag inactive and ANO1 activ inactive.
Cc1cc(C)cc(SCc2noc(C(=O)NCc3ccccc3)c2C(=O)NCc2ccccc2)c1 was read as TMEM16A inh inactive, KCNQ1 pot inactive, RGS4 act inactive, MrgX1 PAM inactive, hERG rescue -1, KCNQ1 block inactive, RGS4 inh inactive, KCNK3 inh inactive, KCNK9 block inactive, MrgX1 ag inactive and ANO1 activ inactive.
`CC1CCC2(CC1)NC(=O)N(CC(=O)Nc1nc(-c3ccc(F)cc3)cs1)C2=O` (centres undefined) gave TMEM16A inh inactive, MrgX1 PAM inactive, KCNK3 inh inactive, MrgX1 ag inactive and ANO1 activ inactive.
CC(=O)Nc1cc(-c2nc3ccccc3o2)ccc1Cl was read as TMEM16A inh inactive, KCNQ1 pot inactive, RGS4 act inactive, MrgX1 PAM inactive, hERG rescue -11, KCNQ1 block inactive, RGS4 inh inactive, KCNK3 inh inactive, KCNK9 block inactive, MrgX1 ag inactive and ANO1 activ inactive.
`COc1ccc(C(=O)/C(=C\N(C)C)n2nc(C)cc2C)cc1` gave TMEM16A inh inactive, KCNQ1 pot inactive, RGS4 act inactive, MrgX1 PAM inactive, hERG rescue -9, KCNQ1 block inactive, RGS4 inh inactive, KCNK3 inh inactive, KCNK9 block inactive, MrgX1 ag inactive and ANO1 activ inactive.
Screening O=C1[C@H]2[C@@H](c3ccc(Cl)cc3)N3C(=O)N(c4cccc(F)c4)C(=O)[C@@]3(Cc3ccc(Cl)cc3)[C@H]2C(=O)N1C1CCCCC1 returned TMEM16A inh inactive, KCNQ1 pot inactive, RGS4 act inactive, MrgX1 PAM inactive, hERG rescue -2, KCNQ1 block inactive, RGS4 inh inactive, KCNK3 inh inactive, KCNK9 block inactive, MrgX1 ag inactive and ANO1 activ inactive.
`COc1ccc(F)cc1S(=O)(=O)N1CCCCC1` gave TMEM16A inh inactive, KCNQ1 pot inactive, RGS4 act inactive, MrgX1 PAM inactive, hERG rescue -7, KCNQ1 block inactive, RGS4 inh inactive, KCNK3 inh inactive, KCNK9 block inactive, MrgX1 ag inactive and ANO1 activ inactive.
For O=C(c1ccco1)N1CCN(c2nc3ccsc3c(=O)s2)CC1 the results were TMEM16A inh inactive, KCNQ1 pot inactive, RGS4 act inactive, MrgX1 PAM inactive, hERG rescue -11, KCNQ1 block inactive, RGS4 inh inactive, KCNK3 inh inactive, KCNK9 block inactive, MrgX1 ag inactive and ANO1 activ inactive.
Screening CCCc1cc(=O)n2[nH]c(-c3ccc(OC)cc3)nc2n1 returned TMEM16A inh inactive, KCNQ1 pot inactive, RGS4 act inactive, MrgX1 PAM inactive, hERG rescue -6, KCNQ1 block inactive, RGS4 inh inactive, KCNK3 inh inactive, KCNK9 block -7.8*, MrgX1 ag inactive and ANO1 activ inactive.
For CCOc1ccc(-c2ccc(SCc3ccccn3)nn2)cc1 the results were TMEM16A inh inactive, KCNQ1 pot inactive, RGS4 act inactive, MrgX1 PAM inactive, hERG rescue -7, KCNQ1 block inactive, RGS4 inh inactive, KCNK3 inh inactive, KCNK9 block inactive, MrgX1 ag inactive and ANO1 activ inactive.
